# XIAP antagonists = small molecules displacing peptide from XIAP – biochemical, IAP family, fluorescence polarization (AID 1018); XIAP BIR domain, fluorescence polarization peptide displacement; higher % means a stronger effect; one-dose displacement, % at 20 µM; IC50 in µM for titrated hits; 0.007% of 200,000 active; in the data active = displacement above about 50%; also: a part of the inactive calls stands beside numbers as strong as those of hits
# Yfh1-off respiration = mitochondrial function rescue without frataxin homolog – Friedreich's ataxia, plus single-dose screen, dose response (AID 1465); S. cerevisiae Yfh1-off respiration, WST-1 reduction, 72 h; higher fold induction means a stronger effect; 0.074% of 220,000 active; one-dose fold induction at 50 µM; EC50 in µM for titrated hits;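 active = fold induction of absorbance versus untreated yeast above a set limit, then at least 30% activation at any dose in follow-up; inconclusive = repeats straddling the limit, or above it without dose testing; inactive = fold induction below the set limit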;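 also: activators that raise dye reduction in frataxin-depleted yeast; strong numbers were not always called active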
# PMI inhibition = human PMI inhibitors, high substrate, primary screen, biochemical, fluorescence intensity, high mannose 6-phosphate (AID 1220); recombinant PMI enzyme, coupled fluorescence intensity; higher % means a stronger effect; inhibition, % at 20 µM; hits with a dose series show IC50 in µM; 0.66% of 190,000 active; in the data active = inhibition above about 50%
# P. falciparum M17LAP = P. falciparum M17LAP inhibitors, primary screen, biochemical, fluorogenic H-Leu-NHMec substrate, 1536-well (AID 1619); recombinant M17LAP, H-Leu-NHMec fluorogenic kinetic assay; higher % means a stronger effect; inhibition, % at 30 µM, or IC50 in µM where a hit was titrated; 0.38% of 220,000 active;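 active = compound inhibiting the enzyme by more than half at any dose during confirmatory dose-response retesting; inconclusive = strong single-dose inhibitors picked by rank but not retested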;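 also: plate controls were full reaction with DMSO carrier for no effect and no enzyme background for full effect; strong numbers were not always called active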
# Salmonella PhoP GFP = inhibitors of PhoP regulon expression, primary screen, Salmonella Typhimurium, GFP reporter (AID 1863); inhibition, % at 50 µM; hits with a dose series show IC50 in µM; 0.16% of 300,000 active; S. Typhimurium PhoP-regulated promoter GFP reporter, 4 h; higher % means a stronger effect;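 active = inhibition over 29.93%, a cutoff 3 SD above the screen mean, later confirmed by dose response; inconclusive = inhibition over 29.93% but no dose response follow-up; inactive = inhibition at most 29.93% or unconfirmed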;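 also: 0% = low Mg2+ inducing control and 100% = high Mg2+ repressing control; strong numbers were not always called active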
# West Nile virus CPE = inhibition of WNV-induced cytopathic effect – cell-based, CPE readout (AID 1621); West Nile virus-infected cells, CPE inhibition; higher % means a stronger effect; CPE inhibition, % at 10 µM; hits with a dose series show IC50 in µM; 0.02% of 290,000 active; in the data active = a potency from the dose series; inconclusive = CPE inhibition mostly from about 3.7% at the one dose, without a potency; inactive = the rest, 99 in 100 with CPE inhibition below about 2.2%; also: strong numbers were not always called active
# CSM14.1 death rescue = rescue of cells from ER stress-induced death, primary screen, 384-well, CSM14.1, thapsigargin, ATP luminescence (AID 1222). CSM14.1 thapsigargin-induced death rescue, ATP luminescence; higher % means a stronger effect. cellular ATP content (survival), % at 20 µM; hits with a dose series show EC50 in µM. 190,000 tested, under 10 active;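 active = EC50 below 50 µM in the dose-response confirmation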;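 also: death triggered by thapsigargin at about 15 µM added after 2 h compound pretreatment; cell ATP read after overnight thapsigargin exposure of roughly 18 to 22 hours; normalized against plate controls of thapsigargin alone and 5% DMSO vehicle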
# Siah-1 displacement = Siah-1 peptide-binding antagonists, primary screen, biochemical, fluorescence polarization, rhodamine-plectin, uHTS (AID 1817); Siah-1 / rhodamine-plectin peptide fluorescence polarization; higher % means a stronger effect; displacement, % at 20 µM; hits with a dose series show IC50 in µM; 0.02% of 290,000 active;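 active = displacement of at least 50% at 20 µM, with a fluorescence ratio check between 0.3 and a set limit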;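 also: plate controls were Siah plus tracer with DMSO for no effect and tracer alone without Siah for full effect; strong numbers were not always called active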
# P. falciparum M1AAP = malaria alanyl aminopeptidase activity blockers – biochemical, fluorogenic H-Leu-NHMec substrate, 1536-well (AID 1445). recombinant M1AAP, H-Leu-NHMec fluorogenic kinetic assay; higher % means a stronger effect. 0.42% of 220,000 active. inhibition, % at 30 µM; hits with a dose series show IC50 in µM;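 active = primary inhibition above the hit cutoff, then over 50% inhibition at one or more dose response concentrations, cut at about 23% in these data, passing the limit was not always enough; inconclusive = conflicting primary data, or primary hits not chosen for dose response; inactive = low primary inhibition, or under 50% at every dose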;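 also: plate controls were DMSO full reaction for no effect and no enzyme background for full effect; strong numbers were not always called active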
# An asterisk follows results filed as active; i = inactive; ? = inconclusive; . = no result given. Rows are unselected. Share with any hit: about 1.6%.
Structure,XIAP antagonists,Yfh1-off respiration,PMI inhibition,P. falciparum M17LAP,Salmonella PhoP GFP,West Nile virus CPE,CSM14.1 death rescue,Siah-1 displacement,P. falciparum M1AAP
c1ccc(OCCOc2ncnc3ccccc23)cc1,-3.2%,i,-1%,-5%,-9%,0.1%,.,-2%,0%
CC(NC(=O)OC(C)(C)C)C(=O)N1CCCC1C(=O)NC(Cc1ccccc1)C(N)=O (stereo unspecified),-4.5%,i,0%,1%,4%,0.0%,-0.9%,-4%,4%
Cc1cc(F)ccc1NC(=O)c1ccc(NS(=O)(=O)c2cc(C(C)(C)C)ccc2C)cc1,-5.1%,i,11%,-12%,4%,-0.4%,-2.9%,11%,-4%
O=C(c1ccco1)N1CCN(c2ccc(Cl)cc2)CC1,-9.5%,i,2%,18%,0%,-0.4%,2.8%,-1%,11%
COc1ccc(C)cc1-n1[nH]nnc1=S,-3.1%,i,21%,6%,-4%,0.2%,-0.8%,-1%,-4%
Cn1c(=O)c2c(n(Cc3ccccc3)c1=O)NC(=O)C2CC(=O)N1CCc2ccccc2C1 (stereo unspecified),-0.4%,i,-9%,15%,16%,0.2%,-1.9%,3%,10%
O=C(Cc1cccs1)NCCSc1c(-c2ccc(Cl)cc2)[nH]c2ccccc12,-8.8%,.,5%,2%,8%,.,1.3%,8%,14%
CC/C(=N\NC(=O)CNC(=O)/C=C/c1ccco1)c1ccccc1,-1.3%,i,6%,6%,-5%,0.1%,-2.6%,-6%,7%
Cc1cc(C(=O)NNC(=S)NC(C)c2ccccc2)cs1 (stereo unspecified),-4.6%,i,0%,-3%,0%,-0.3%,-4.7%,-4%,-7%
O=C(CN1C(=O)C2C3CCC(C3)C2C1=O)NCc1ccco1 (stereo unspecified),-9.3%,i,6%,11%,-6%,0.2%,-1.5%,-3%,-1%
CC(C)c1ccc(/C=N/NC(=O)c2ccccn2)cc1,.,i,.,2%,-2%,0.5%,.,3%,4%
CCOC(=O)Cc1csc(CC(N)=O)n1,.,i,.,-3%,-5%,0.0%,.,11%,9%
COc1cccc(C(=O)NCc2cn3ccsc3n2)c1,-5.3%,i,14%,2%,-2%,0.2%,-2.2%,16%,11%
Cn1c(=O)[nH]c(=O)c2c1nc(CN1CCN(c3cccc(Cl)c3)CC1)n2CCN1CCOCC1,-4.7%,i,6%,2%,-1%,-0.1%,-3.4%,-4%,0%
CC(C)NC(=O)NC(=O)CSc1ncc(C(F)(F)F)cc1Cl,-3.6%,i,7%,-5%,0%,-0.8%,-1.3%,0%,8%
COCCNS(=O)(=O)c1cccn1-c1ncc(C(F)(F)F)cc1Cl,-2.1%,.,-9%,4%,35%,-0.3%,-2.9%,0%,14%
O=c1c2[nH]c3cccc(Cl)c3c2ncn1Cc1ccco1,.,i,.,-2%,-7%,-0.7%,.,31%,3%
COCCCNC(=O)Cn1c(=O)n(Cc2ccccc2Cl)c(=O)c2cc(OC)c(OC)cc21,-6.8%,i,4%,-2%,-1%,0.0%,1.2%,-8%,4%
CC(=O)NC(Cc1ccc(C)cc1)C(=O)NC1CCN(c2ncccc2[N+](=O)[O-])CC1 (stereo unspecified),4.2%,i,0%,11%,-18%,-1.3%,-2.1%,8%,3%
CSc1cc(-c2ccc(Cl)cc2)n(Cc2ccccc2)c(=O)c1C#N,-5.2%,i,-4%,-3%,3%,0.1%,-0.3%,1%,6%
CN1CCN(c2ccc(CNS(=O)(=O)c3ccccc3)cc2)CC1,.,i,.,-1%,-2%,0.2%,.,13%,3%
Oc1ccccc1C1CC(c2cccs2)=NC(c2ccc(Cl)cc2)N1 (stereo unspecified),-4.4%,i,22%,4%,2%,-1.7%,1.7%,-1%,3%
COc1cc(NS(=O)(=O)c2ccc(N/C=C\C(=O)c3ccc(OC)c(OC)c3)cc2)nc(OC)n1,-13%,i,-23%,6%,2%,-0.1%,-2.9%,-4%,5%
O=C(NCc1ccc(Cl)s1)c1cc(COc2c(F)cccc2F)on1,-3.9%,i,3%,6%,7%,-0.5%,-1.0%,-3%,10%
COc1cc(NC(=O)CN2C(=O)NC(C)(c3ccccc3)C2=O)c(C)cc1[N+](=O)[O-] (stereo unspecified),-10%,i,-1%,-3%,-8%,0.1%,-1.3%,0%,8%
O=C(CN1CCCC1)Nc1ccc(Oc2ccc(NC(=O)CN3CCCC3)cc2)cc1,1.4%,i,-1%,5%,5%,2.8%,0.5%,4%,3%
CCNC(=O)NC(=O)C(C)OC(=O)Cc1coc2cc3c(cc12)CCC3 (stereo unspecified),-2.7%,i,1%,5%,0%,.,1.8%,2%,4%
CCN1CCN(c2nc3sc4c(c3c(=O)n2-c2ccc(OC)cc2)CCCCC4)CC1,-4.5%,i,7%,14%,-6%,2.0%,-0.2%,-4%,8%
COc1ccc(-n2ccnc2SCC(=O)NCc2ccco2)c(OC)c1,-2.9%,i,6%,-2%,5%,-0.4%,-1.5%,-2%,-4%
CC(C)c1c(O)nc(SCC(=O)Nc2ccc3c(c2)CCC3)[nH]c1=O,-3.3%,i,5%,8.1µM*,-10%,0.2%,0.0%,4%,3%
CC(=O)Nc1ccc(OCCC[n+]2ccccc2)cc1,-2.5%,i,-3%,-2%,-7%,0.0%,-2.0%,0%,4%
CCOC(=O)N1CCN(c2ncc(C(F)(F)F)cc2Cl)CC1,-9.6%,i,11%,-4%,6%,-0.3%,-0.9%,6%,1%
CSCc1ccc(C(=O)NCc2ccccc2)cc1,-5.2%,i,1%,-7%,13%,0.8%,-1.5%,19%,2%
Cc1c(N=C2NN=C(c3ccc(Cl)cc3)CS2)c(=O)n(-c2ccccc2)n1C,-4.4%,i,4%,2%,1%,0.1%,-8.9%,-4%,3%
Cc1cc(/C=C(\C#N)C(=O)Nc2ccc(Cl)cc2)c(C)n1-c1ccc(N2CCOCC2)c([N+](=O)[O-])c1,-9.5%,i,-3%,26%,-3%,-1.6%,0.3%,2%,0%
O=C(O)/C=C\C(=O)Nc1ccc(N2CCN(c3ccc(Cl)c(Cl)c3)CC2)cc1,-5.8%,i,39%,8%,2%,-1.6%,5.5%,6%,4%
O=C(CN1C(=O)c2cccc3cccc1c23)N1CCN(c2cccc(Cl)c2)CC1,-16%,i,5%,-5%,-3%,0.1%,-1.0%,0%,2%
Cc1ccc(C#N)c(SCc2ccccc2[N+](=O)[O-])n1,-4.7%,i,-1%,-10%,6%,-0.5%,-0.1%,0%,2%
CCC(=O)Oc1ccc2c(C)cc(=O)oc2c1C,-3.9%,.,10%,-31%,20%,.,-2.3%,0%,5%
CCOC(=O)c1[nH]c2ccccc2c1NC(=O)CN(C)C,-3.7%,i,3%,5%,6%,0.7%,-2.1%,2%,4%
Cc1cc(Br)c2c(c1)=C(c1sc(N3CCCCCC3)nc1O)C(=O)N=2,-11%,i,9%,-2%,-7%,-0.5%,-2.9%,9%,12%
COc1ccccc1NC(=O)c1nnn(Cc2ccccc2)c1NC(C)=O,-22%,i,0%,7%,9%,-0.6%,-0.5%,3%,2%
CC#CC[N+](C)(C)CCCCCCCCCCCC,0.8%,i,7%,6%,?,-1.4%,-1.1%,-8%,2%
COc1ccc(/C=C(\C#N)C(=O)OCC(=O)NC(C)c2ccccc2)cc1 (stereo unspecified),-1.3%,i,26%,22%,1%,0.0%,-0.4%,6%,10%
CC(=O)c1ccc(NC(=S)NCCc2cccc(Cl)c2)cc1,-1.4%,i,11%,0%,5%,-0.6%,0.0%,-4%,-2%
O=C1CCCCC1C(O)c1ccc(Cl)cc1 (stereo unspecified),.,i,.,8%,-8%,-0.1%,.,3%,-3%
CCCC(=O)Nc1ccc(C#Cc2ccccc2)cc1,-2.7%,i,-1%,-2%,-11%,-0.3%,-1.9%,1%,-5%
Cc1ncc(CN2CCCC(CCC(=O)NCc3ccccc3F)C2)s1 (stereo unspecified),-0.5%,i,9%,10%,9%,-0.8%,-0.9%,3%,-4%
O=[N+]([O-])c1ccc(/C=N/NC(=S)Nc2ccc(Cl)cc2Cl)s1,.,i,.,4%,-10%,-0.3%,.,22%,10%
CC(=O)c1oc2ccccc2c1N,-3.6%,i,-11%,-4%,19%,0.1%,-1.1%,2%,-4%
CCOC(=O)C(C(=O)OCC)C(CC(=O)C1CC1)c1ccccc1 (stereo unspecified),-1.1%,i,-2%,8%,6%,-0.1%,1.2%,-3%,-4%
C=CCc1cc(OC)ccc1OCCN(C)Cc1ccccc1,1.7%,i,-3%,1%,3%,-0.9%,-3.0%,0%,1%
Cc1ccc(C)c(N2CCN(CC(=O)Nc3ccc([N+](=O)[O-])cc3C(=O)Nc3ccccc3F)CC2)c1,-0.2%,i,11%,-1%,0%,0.6%,1.7%,0%,-1%
CC(/C=C/c1ccccc1)=N/NC(=O)c1nc2nc(C)cc(C)n2n1,-4.2%,i,6%,8%,6%,-0.2%,-0.7%,-4%,8%
Nc1nccnc1C(=O)OCC(=O)Nc1cccc(S(=O)(=O)N2CCCCC2)c1,-9.4%,i,0%,-137%,12%,0.5%,0.3%,-1%,7%
CCn1c(COc2cccc3cccnc23)nnc1SCC(=O)OC,-11%,i,-3%,2%,-9%,0.2%,-0.5%,-1%,-3%
Cc1cc(Nc2cccc(F)c2)nc(N2CCOCC2)n1,.,i,.,2%,0%,0.0%,.,0%,2%
COc1ccc(NC(=O)CN2C(=O)CSC(C)C2=O)cc1 (stereo unspecified),-1.7%,i,-6%,3.8µM*,-4%,-0.8%,0.7%,-2%,5%
CCOC(=O)c1nn(C23CC4CC(CC(C4)C2)C3)c2c1C(=O)N(c1ccc(C)cc1)C2=O,-4.3%,i,14%,10%,3%,0.1%,-2.1%,-1%,-4%
CS(=O)(=O)N1CCN(C(=O)Nc2ccccc2)CC1,-2.2%,i,-6%,-1%,11%,0.4%,2.0%,4%,-4%
CCOC1=NC(C(=O)O)c2ccccc2/C(=C(/C)Cl)N1 (stereo unspecified),-4.3%,i,-1%,-2%,10%,0.1%,-2.3%,-2%,2%
COc1ccc(OC)c(N(CC(=O)N2CCC(C)CC2)S(=O)(=O)c2ccc(OC)c(OC)c2)c1,-3.9%,i,6%,7%,-1%,-0.7%,-1.2%,1%,4%

# Screening results from PubChem BioAssay.
